USP17 inh: blocks human USP17 ubiquitin-rhodamine cleavage | A8MUK1 | purified USP17, Ub-rhodamine cleavage fluorescence, 3 h | inhibition, % at 50 µM | 47,000 tested, 6.5% active | AID 1645855
Target sequence (A8MUK1 whole entry, looked up): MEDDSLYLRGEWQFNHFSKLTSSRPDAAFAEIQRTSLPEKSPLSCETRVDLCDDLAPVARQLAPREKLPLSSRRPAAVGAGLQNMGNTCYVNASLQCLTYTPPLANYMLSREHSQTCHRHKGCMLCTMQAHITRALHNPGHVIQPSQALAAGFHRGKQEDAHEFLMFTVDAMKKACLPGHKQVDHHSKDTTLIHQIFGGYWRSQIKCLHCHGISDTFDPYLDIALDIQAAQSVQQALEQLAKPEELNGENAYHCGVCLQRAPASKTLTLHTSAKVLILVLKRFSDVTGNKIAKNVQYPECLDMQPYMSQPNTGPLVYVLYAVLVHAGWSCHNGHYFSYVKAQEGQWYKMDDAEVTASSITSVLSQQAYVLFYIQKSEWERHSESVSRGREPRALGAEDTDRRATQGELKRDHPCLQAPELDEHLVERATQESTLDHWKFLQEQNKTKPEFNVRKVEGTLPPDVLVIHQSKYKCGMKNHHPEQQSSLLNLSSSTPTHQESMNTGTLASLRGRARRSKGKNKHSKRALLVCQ
USP10 block: human USP10 deubiquitinase inhibition | purified USP10, Ub-rhodamine fluorescence, 60 min | Q14694 | inhibition, % at 20 µM | AID 1645856 | 47,000 tested, 1.1% active
OTUD3 inh: human OTUD3 deubiquitinase inhibition; Q5T2D3; inhibition, % at 25 µM; purified OTUD3, Ub-rhodamine fluorescence, 2 h; 47,000 tested, 0.7% active
Target sequence (Q5T2D3 whole entry, looked up): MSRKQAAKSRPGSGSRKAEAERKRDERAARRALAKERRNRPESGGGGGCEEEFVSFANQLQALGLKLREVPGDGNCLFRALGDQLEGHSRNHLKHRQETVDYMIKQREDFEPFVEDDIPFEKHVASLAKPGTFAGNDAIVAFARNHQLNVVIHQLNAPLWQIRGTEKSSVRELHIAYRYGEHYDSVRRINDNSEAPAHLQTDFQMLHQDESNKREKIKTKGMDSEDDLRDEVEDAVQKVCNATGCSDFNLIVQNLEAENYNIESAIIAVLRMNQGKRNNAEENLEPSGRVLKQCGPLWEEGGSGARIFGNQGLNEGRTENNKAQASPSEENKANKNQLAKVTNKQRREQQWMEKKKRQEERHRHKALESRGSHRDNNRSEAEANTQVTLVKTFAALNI
USP30 inh: blocks human USP30 ubiquitin-rhodamine cleavage. inhibition, % at 25 µM. purified USP30, Ub-rhodamine cleavage fluorescence. 47,000 tested, 5.3% active. Q70CQ3
UCHL1 inh: blocks human UCHL1 ubiquitin-rhodamine cleavage. P09936. purified UCHL1, Ub-rhodamine cleavage fluorescence. inhibition, % at 20 µM. 47,000 tested, 0.2% active. AID 1645859
USP7 block: blocks human USP7 ubiquitin-rhodamine cleavage; purified USP7, Ub-rhodamine cleavage fluorescence; inhibition, % at 20 µM; 47,000 tested, 0.3% active; AID 1645854; Q93009
USP28 inh: blocks human USP28 ubiquitin-rhodamine cleavage. 47,000 tested, 3% active. purified USP28, Ub-rhodamine cleavage fluorescence, 30 min. inhibition, % at 25 µM
USP8 block: blocks human USP8 ubiquitin-rhodamine cleavage; purified USP8, Ub-rhodamine cleavage fluorescence, 30 min; inhibition, % at 20 µM; 47,000 tested, 4.2% active; P40818
* marks the source's active call; other numbers are inactive results; i = inactive; / = not tested or not shown. Rule as the data show it: active = inhibition above about 30%; inactive = the rest.

Start of the listing, in advance:
#	molecule	OTUD3 inh	USP17 inh	USP8 block	USP10 block
1	CCc1cc(C2CCCN2C(=O)Nc2ccccc2)on1 (stereo not drawn)	-3.1	1.1	4.0	0.2
2	Cc1nn2c(C)c(C(=O)Nc3ccccc3Cl)nnc2c1-c1ccccc1	11.9	8.9	11.9	-1.3

#	USP7 block	USP30 inh	USP28 inh	UCHL1 inh
1	-4.3	-9.2	-5.9	-3.1
2	9.1	23.5	10.2	4.0

Results, from the start:
#	molecule	OTUD3 inh	USP17 inh	USP8 block	USP10 block
1	CCc1cc(C2CCCN2C(=O)Nc2ccccc2)on1 (stereo not drawn)	-3.1	1.1	4.0	0.2
2	Cc1nn2c(C)c(C(=O)Nc3ccccc3Cl)nnc2c1-c1ccccc1	11.9	8.9	11.9	-1.3
3	COc1ccc(NC(=O)c2cc(S(=O)(=O)N(C)C)ccc2N2CCCC2)cc1Cl	4.3	1.5	0.0	2.7
4	N#Cc1ccccc1NC(=O)Cn1cccc(S(=O)(=O)N2CCCCCC2)c1=O	-1.7	-1.6	-29.5	-2.9
5	COc1ccc(CN(C(=O)COc2ccccc2C)c2ccccc2C(=O)O)cc1	8.0	22.0	12.4	6.6
6	CC(NC(=O)c1c(O)c2cnn(Cc3ccccc3)c2[nH]c1=O)c1ccccc1 (stereo not drawn)	-7.1	11.9	85.7*	13.8
7	c1ccc(CCN2CCOc3nc4ccccc4cc3C2)cc1	0.3	0.3	12.5	3.0
8	CC(=O)Nc1ccc(SCC(=O)NCCc2ccc(F)cc2)cc1	0.1	-0.1	2.1	6.7
9	COCCn1c(C)c(C)c(S(=O)(=O)c2ccccc2)c1NC(=O)c1ccc(OC)cc1	-4.5	-19.4	-35.0	-0.1
10	C/C(Nc1ccc2oc(=O)ccc2c1)=C1/C(=O)CC2[C@H]1C2(C)C (stereo partly drawn)	-20.3	/	40.6*	-8.2

#	USP7 block	USP30 inh	USP28 inh	UCHL1 inh
1	-4.3	-9.2	-5.9	-3.1
2	9.1	23.5	10.2	4.0
3	2.8	15.3	1.4	5.4
4	-22.1	-12.3	-6.7	-7.7
5	2.9	12.0	14.2	-0.2
6	4.3	-145.1	-0.6	3.3
7	-0.2	-16.4	0.6	1.9
8	2.8	8.6	-4.7	2.0
9	-1.2	-5.4	-14.3	0.2
10	-7.1	-141.3	-30.7	-7.7

The list continues:
#	molecule	OTUD3 inh	USP17 inh	USP8 block	USP10 block
11	O=c1ccc(-c2nc(C3CC3)no2)cn1Cc1c(F)cccc1Cl	0.0	4.1	-5.5	-1.6
12	Cc1cccc(CNC(=O)c2ccc(-c3cncnc3)nc2)c1	-3.4	25.5	-4.3	-0.6
13	O=S(=O)(c1ccc(Br)c2nsnc12)N1CCC(Cc2ccccc2)CC1	10.9	2.7	9.1	10.8
14	Cc1c(C(=O)NCC2CCCO2)nnn1-c1cccc(Cl)c1 (stereo not drawn)	-5.0	-22.5	1.2	-0.8
15	CC1SCC(=O)N(CC(=O)Nc2ccccc2C(F)(F)F)C1=O (stereo not drawn)	10.3	5.4	15.9	-0.1
16	Clc1ccc(Cn2cccc2)cn1	-5.2	-7.2	-3.6	-0.4
17	Cc1ccc(OCc2nc3ccccc3n2CC(=O)Nc2ccc(C(F)(F)F)cc2)cc1	-0.2	18.3	18.0	9.8
18	COc1ccc(C(=O)N2CCC(Cc3nc(-c4cnccn4)no3)CC2)cc1	-11.8	0.0	6.0	-5.0
19	CCN(CC)c1nc(F)c2c(c1F)S(=O)(=O)CCN2Cc1cccnc1	13.0	57.8*	89.9*	-5.8
20	CC(=O)NC1CC2(CCN(C(=O)Cc3cnc[nH]3)CC2)Oc2ccccc21 (stereo not drawn)	-0.7	-14.6	-174.1	-0.4

#	USP7 block	USP30 inh	USP28 inh	UCHL1 inh
11	-2.8	3.3	8.2	-1.5
12	0.6	-29.8	-1.3	-0.3
13	14.1	19.4	0.5	4.6
14	-3.9	-8.7	-9.8	-0.9
15	1.9	23.0	8.8	0.7
16	-2.7	-20.2	-6.7	-1.7
17	10.9	38.2*	-2.4	5.7
18	1.6	-0.9	-13.3	-1.3
19	-18.9	7.8	8.4	3.6
20	0.0	-23.8	-10.8	-1.2

Quoted from the listing.
Under USP10 block, #8 shows 6.7
Under OTUD3 inh, #6 shows -7.1
Under USP10 block, #3 shows 2.7

The listing continues.
#	molecule	OTUD3 inh	USP17 inh	USP8 block	USP10 block
21	CN1CC2(CCN(Cc3ccccc3)CC2)COc2ccccc2S1(=O)=O	-6.3	-6.6	-7.0	-0.7
22	Cc1nc2ccccc2n1CC(=O)OCc1cccc(Cl)c1	-7.0	8.1	-39.3	-2.8
23	O=C1c2oc3ccccc3c(=O)c2C(c2ccco2)N1c1nc2ccc(F)cc2s1 (stereo not drawn)	-5.1	-10.7	-20.2	-6.9
24	CC1CCN(CCCNC(=O)CCc2nnc3n(Cc4ccc(Cl)cc4)c(=O)c4ccccc4n23)CC1	-0.1	-12.2	0.0	-3.7
25	Cc1cc2c(cc1S(=O)(=O)C(C)CC(=O)N(C)C1CCCCC1)OCC(=O)N2 (stereo not drawn)	-7.1	-14.7	1.8	-0.9
26	COCCCn1c(C)c(C)c(S(=O)(=O)c2ccccc2)c1NC(=O)c1ccccc1F	1.4	-2.2	5.8	1.8
27	O=C(Cn1cc(S(=O)(=O)Cc2cccc(Cl)c2)c2ccccc21)N1CCCCC1	9.5	3.3	14.9	-3.9
28	C[C@H]1CN(Cc2cccnc2)C[C@@]12COCCN(C(=O)NC1CC1)C2	-1.4	-12.1	-93.7	-1.3
29	COc1ccc(C(=O)Nc2nnc(S(=O)(=O)N3CCCc4ccccc43)s2)cc1OC	-40.8	-26.4	4.3	5.9
30	O=C(CCn1c(=O)c2ccccc2n(Cc2ccccc2F)c1=O)N1CC=C(c2ccccc2)CC1	4.1	5.3	8.6	12.5

#	USP7 block	USP30 inh	USP28 inh	UCHL1 inh
21	-1.4	-22.8	-9.4	-0.8
22	-13.6	-3.6	0.0	-5.2
23	-1.2	-50.6	-9.6	-2.7
24	-99.7	4.1	8.9	-2.8
25	-23.7	-2.4	-1.1	-0.8
26	5.8	21.6	8.9	3.9
27	-20.3	21.9	11.6	3.1
28	0.4	-10.1	-4.0	-3.1
29	25.9	-162.8	-61.3	4.4
30	8.0	25.2	2.1	4.2

Other compounds.
#	molecule	OTUD3 inh	USP17 inh	USP8 block	USP10 block
31	Cc1ccccc1C(=O)N1CCN(Cc2cc(=O)c3ccccc3[nH]2)CC1	5.9	4.0	-0.6	-0.5
32	CC(C)Oc1ccc(C(=O)OCC(=O)Nc2ccc(Oc3ccccc3)cc2)cc1	0.1	4.6	13.4	12.7
33	COC(=O)c1ccc(Nc2cc(C)nc3cc(C(F)(F)F)ccc23)cc1	4.6	63.6*	35.0*	27.5
34	CCc1ccc(NC(=O)CSc2ncnc3nc[nH]c23)cc1	3.4	-2.7	0.0	6.5
35	c1ccc(-c2cc3nc(NCCc4ccccn4)ccn3n2)cc1	-17.0	-22.4	-32.3	-5.7
36	CN(C)CCCC(=O)N1CCC2(CC1)C(=O)NCN2C(=O)Cc1ccccc1	8.5	7.3	-8.7	1.4
37	CCn1cc(S(=O)(=O)Nc2ncn(Cc3ccccc3C)n2)cn1	-9.8	-33.4	-10.0	-1.1
38	COc1ccc(CCNC(=O)c2cccc3c2C(=O)N(C2CCCCC2)C3)cc1OC	-4.8	-15.0	-8.6	5.3
39	N#Cc1cccc(NC(=O)COC(=O)c2cc3ccccc3oc2=O)c1	7.1	3.9	23.9	25.7
40	Cc1ccccc1C(=O)N1CCCn2nnc(Cn3cccn3)c2C1	-0.1	-8.2	-28.0	0.3

#	USP7 block	USP30 inh	USP28 inh	UCHL1 inh
31	2.9	15.0	6.5	-0.4
32	12.9	3.8	9.4	5.7
33	4.8	65.6*	24.5	2.6
34	2.9	15.0	12.4	4.3
35	-1.8	-29.7	-5.4	-1.6
36	5.8	-6.9	1.7	3.7
37	-4.0	-5.4	-14.7	-3.6
38	-10.0	-19.4	-7.6	-1.7
39	7.8	-4.8	5.7	0.5
40	-0.4	-9.3	-4.5	-1.4

The listing continues.
#	molecule	OTUD3 inh	USP17 inh	USP8 block	USP10 block
41	CCn1cc(-c2ccccc2)cc1C(=O)N1CCN(C)CC1	9.4	0.0	1.8	-0.6
42	O=C(NC1CCCCC1)c1cc(-c2cccnc2)n(-c2ccccc2)n1	-12.2	-4.2	-11.5	1.5
43	O=c1c2c3c(sc2nc(N2CCNCC2)n1-c1cccc(Cl)c1)CCCCC3	-0.3	3.4	12.1	-1.9
44	Cc1oc2ncn(C)c(=O)c2c1C(=O)N(C(C)C)C1CCCCC1	14.1	11.3	17.7	-0.1
45	COC(=O)C1CN(C(=O)COc2ccc(C)c(C)c2)c2ccccc2O1 (stereo not drawn)	0.5	4.3	-1.3	1.6
46	CC(=O)c1cccc(NC(=O)CSc2[nH]c(=O)ncc2C)c1	-3.9	-16.9	-11.3	2.5
47	COc1cccc(CNC(=O)c2ccc(-c3cncnc3)nc2)c1	-6.2	-9.0	-15.9	-2.5
48	Cc1ccc(F)cc1NC(=O)Cc1cn2ccccc2n1	3.6	-1.3	19.2	-4.7
49	N#Cc1cccc(CN2CCCC23Cc2ccccc2CNC3=O)c1 (stereo not drawn)	-3.0	-23.7	6.0	0.6
50	CS(=O)(=O)c1ccc(-c2noc(C3CCN(Cc4cccc(C#N)c4)CC3)n2)cc1	-0.9	-7.9	-2.2	-3.2

#	USP7 block	USP30 inh	USP28 inh	UCHL1 inh
41	-2.5	-3.6	-2.0	0.1
42	1.1	0.3	-1.7	-2.5
43	-14.6	15.7	15.7	0.6
44	6.2	19.2	10.9	1.5
45	1.8	11.2	14.9	2.9
46	-3.4	6.0	3.0	-5.4
47	-3.4	17.3	3.6	-1.9
48	4.3	-19.8	0.0	0.2
49	-2.8	0.0	-3.6	-4.7
50	-0.1	-13.7	-12.9	-1.0

Further compounds
#	molecule	OTUD3 inh	USP17 inh	USP8 block	USP10 block
51	CCc1ccc(C2CN3C(=O)N(c4ccccc4)C(=O)[C@]3(C)c3[nH]c4ccccc4c32)cc1 (stereo partly drawn)	-0.1	2.0	18.8	10.5
52	Cc1ccc(CNC(=O)c2ccc(C)c(N3CCCC3=O)c2)cc1	5.2	-18.1	2.3	0.0
53	O=C(NCC1COCCO1)c1ccccc1NC(=O)c1nsc2ccccc12 (stereo not drawn)	-6.5	1.9	0.1	6.0
54	Cc1nc(-c2ccc(NC(=O)N3CCN(c4ccccn4)CC3)cc2)no1	7.9	4.2	0.0	0.5
55	Cc1cc(C)c2c(CC(=O)Nc3nnc(C)s3)coc2c1	-14.2	-19.9	-87.1	0.1
56	CC(C)c1cc(C(=O)N2C[C@@H]3OCC(=O)N(CCc4ccccc4)[C@H]3C2)n(C)n1	-4.6	-2.8	-4.9	-1.5
57	CN1C(=O)[C@@H]2CN(S(=O)(=O)c3cccc(C#N)c3)CCN2C(=O)[C@@H]1Cc1ccccc1	10.4	8.8	15.6	1.0
58	COc1ccccc1CNC(=O)c1ccccc1-c1ccccc1C#N	0.8	1.8	-2.5	2.6
59	CC(NC(=O)Cn1c(NCc2ccccc2)nc2ccccc21)C12CC3CC(CC(C3)C1)C2 (stereo not drawn)	-8.5	-2.4	-1.5	13.6
60	O=C(c1cc(-c2cccnc2)n[nH]1)N1CCN(CCOc2ccc(Cl)cc2)CC1	-13.5	-19.7	0.0	1.4

#	USP7 block	USP30 inh	USP28 inh	UCHL1 inh
51	-8.3	0.9	0.0	6.7
52	1.5	14.3	3.9	-0.3
53	-1.2	-25.5	-11.5	4.2
54	5.1	16.0	61.9*	2.3
55	3.4	-35.3	-13.9	-2.2
56	-3.6	2.3	-2.3	-2.4
57	2.9	19.4	5.1	-0.1
58	-3.8	12.4	2.0	0.8
59	1.2	-7.1	-7.5	5.2
60	-1.1	-2.9	-8.4	-3.7

(listing goes on)
#	molecule	OTUD3 inh	USP17 inh	USP8 block	USP10 block
61	CCN(CC)c1ncc(CN2CCc3sccc3C2C)s1 (stereo not drawn)	-107.6	-126.3	-66.4	-8.6
62	CCNC(=O)N1CCCC(c2cccc(C(=O)NCc3cccc(OC)c3)c2)C1 (stereo not drawn)	10.1	0.3	14.8	-1.2
63	COc1ccccc1Nc1ncc(C(=O)Nc2ccc3c(c2)OCO3)c2ccccc12	20.3	23.8	24.0	1.8
64	O=S1(=O)NC(C2CCN(Cc3ccc4ccccc4n3)CC2)Nc2ccccc21 (stereo not drawn)	-19.4	-8.9	0.2	-9.3
65	Fc1ccc(C2=Nc3ncnn3C2=NCc2ccccc2)cc1	11.6	17.8	2.5	-10.2
66	Cc1ccc(S(=O)(=O)N2C(=O)CCC2C(=O)N2CCN(C3CCCCC3)CC2)cc1 (stereo not drawn)	9.2	-1.4	-1.3	-6.2
67	Cc1nn2c(C)c(C(=O)NCc3ccc(N(C)C)cc3)cnc2c1-c1ccccc1	1.1	3.4	-244.6	-3.2

#	USP7 block	USP30 inh	USP28 inh	UCHL1 inh
61	-26.7	i	-128.8	-30.2
62	0.5	10.8	7.0	-0.1
63	3.8	21.7	12.2	0.5
64	-8.0	-116.6	-27.9	-8.2
65	-0.2	21.7	5.3	2.8
66	1.6	-3.8	9.2	1.0
67	-0.6	-30.3	-0.1	-5.7
